Source: PubChem BioAssay
TcdB GH inh – TcdB glycohydrolase inhibition; inhibition, % at 9.99 µM; TcdB glycohydrolase enzymatic assay, plate reader; 0.24% of 350,000 active; in the data active means inhibition above about 10%
* = called active by the depositor. A portion of the library; the hit share may differ from the screen's.

SMILES	TcdB GH inh
C[C@@H]1CCCCO[C@H](CN(C)S(=O)(=O)c2ccc(Cl)cc2)[C@@H](C)CN([C@@H](C)CO)C(=O)c2cc(NC(=O)NC3CCCCC3)ccc2O1	-1.1
COc1cccc(-c2ccc(CC[C@H]3O[C@H]4CC[C@H](CO)O[C@H]4C[C@@H]3NC(=O)c3cnccn3)cc2)c1	-0.7
COc1ccc(S(=O)(=O)N(C)C[C@@H]2Oc3ccc(NC(=O)CCC(F)(F)F)cc3C(=O)N([C@H](C)CO)C[C@H]2C)cc1	-0.9
CO[C@H]1CN(C)C(=O)c2ccc(NC(=O)c3ccc(F)cc3)cc2OC[C@@H](C)N(C(C)=O)C[C@H]1C	-0.2
Cc1noc(C)c1NC(=O)N(C)C[C@@H]1OCCCC[C@H](C)Oc2ccc(NC(=O)c3ccncc3)cc2C(=O)N([C@@H](C)CO)C[C@@H]1C	-1.1
O=C(C[C@@H]1CC[C@@H](NC(=O)c2ccc3c(c2)OCO3)[C@@H](CO)O1)NC1Cc2ccccc2C1	1.1
O=C(C[C@@H]1C=C[C@@H](NC(=O)c2ccncc2)[C@@H](CO)O1)Nc1ccccc1	-1.1
COCC#Cc1ccc2c(c1)O[C@H](CN(C)C(=O)c1ccccc1F)[C@H](C)CN([C@H](C)CO)S2(=O)=O	-0.6

Part of the list above in a different format.
> COc1ccc(S(=O)(=O)N(C)C[C@@H]2Oc3ccc(NC(=O)CCC(F)(F)F)cc3C(=O)N([C@H](C)CO)C[C@H]2C)cc1
  TcdB GH inh = -0.9

> CO[C@H]1CN(C)C(=O)c2ccc(NC(=O)c3ccc(F)cc3)cc2OC[C@@H](C)N(C(C)=O)C[C@H]1C
  TcdB GH inh = -0.2

> Cc1noc(C)c1NC(=O)N(C)C[C@@H]1OCCCC[C@H](C)Oc2ccc(NC(=O)c3ccncc3)cc2C(=O)N([C@@H](C)CO)C[C@@H]1C
  TcdB GH inh = -1.1

> O=C(C[C@@H]1CC[C@@H](NC(=O)c2ccc3c(c2)OCO3)[C@@H](CO)O1)NC1Cc2ccccc2C1
  TcdB GH inh = 1.1

A different layout for two compounds above.
O=C(C[C@@H]1C=C[C@@H](NC(=O)c2ccncc2)[C@@H](CO)O1)Nc1ccccc1
  TcdB GH inh: -1.1
C[C@@H]1CCCCO[C@H](CN(C)S(=O)(=O)c2ccc(Cl)cc2)[C@@H](C)CN([C@@H](C)CO)C(=O)c2cc(NC(=O)NC3CCCCC3)ccc2O1
  TcdB GH inh: -1.1

Going on with the list:
SMILES	TcdB GH inh
COc1ccc2c3c(n(C)c2c1)[C@H](CO)N(Cc1cccc(Cl)c1)CC31CCN(C(=O)C2CC2)CC1	1.4
C[C@@H]1CN([C@@H](C)CO)C(=O)c2ccccc2-c2ccccc2CO[C@H]1CN(C)C(=O)c1cc(Cl)cc(Cl)c1	0.2
CC(C)NC(=O)N(C)C[C@H]1Oc2ccc(NC(=O)CCN3CCOCC3)cc2CC(=O)N([C@H](C)CO)C[C@@H]1C	-0.3
C[C@@H]1CCCCO[C@@H](CN(C)S(=O)(=O)c2cccs2)[C@@H](C)CN([C@@H](C)CO)C(=O)c2cc(NS(C)(=O)=O)ccc2O1	-3.9
COc1ccc(S(=O)(=O)N(C)C[C@H]2Oc3ccc(NC(=O)Nc4ccc(C(F)(F)F)cc4)cc3CC(=O)N([C@@H](C)CO)C[C@H]2C)cc1	-1.0
C[C@H](CO)N1C[C@H](C)[C@@H](CN(C)Cc2ccc3c(c2)OCO3)Oc2ccc(NC(=O)Nc3ccc4c(c3)OCO4)cc2CC1=O	1.0
CO[C@H]1CN(C)C(=O)c2cc(NC(=O)Nc3c(C)noc3C)ccc2OC[C@@H](C)NC[C@@H]1C	0.6
C[C@H](CO)N1C[C@H](C)[C@@H](CN(C)Cc2ccccn2)Oc2ncc(C#Cc3ccc(F)cc3)cc2C1=O	1.1
C[C@H]1CCCCO[C@@H](CN(C)C(=O)Nc2ccccc2)[C@@H](C)CN([C@@H](C)CO)C(=O)c2cc(NS(=O)(=O)c3ccc(Cl)cc3)ccc2O1	0.0
Cc1ccc(S(=O)(=O)N(C)C[C@@H]2Oc3cc(C4=CCCC4)ccc3S(=O)(=O)N([C@@H](C)CO)C[C@H]2C)cc1	0.3
COC(=O)C[C@H]1CC[C@H]2[C@@H](COC[C@@H](O)CN2S(=O)(=O)c2cn(C)cn2)O1	-0.3
O=C(NCC[C@@H]1CC[C@H](NC(=O)C2CC2)[C@@H](CO)O1)c1cc(Cl)cc(Cl)c1	-0.4
C[C@H](CO)N1C[C@H](C)[C@H](CN(C)Cc2ccccn2)Oc2cc(C3=CCCCC3)ccc2S1(=O)=O	0.2
COc1ccc(-c2cn(CC[C@H]3CC[C@H](NC(=O)Nc4ccc(F)cc4)[C@@H](CO)O3)nn2)cc1	-0.2
C[C@H](CO)N1C[C@H](C)[C@H](CN(C)C(=O)Nc2ccc(F)cc2)Oc2c(NC(=O)c3cnccn3)cccc2C1=O	-0.3
COc1ccc(CNC(=O)C[C@@H]2C[C@@H]3c4cc(NS(=O)(=O)c5ccc(F)cc5)ccc4O[C@@H]3[C@H](CO)O2)cc1	-8.3
COc1ccccc1-c1cnc2c(c1)C(=O)N([C@@H](C)CO)C[C@H](C)[C@H](CN(C)Cc1ccncc1)O2	-0.4
COCC(=O)N1CC(=O)N2[C@@H](CO)[C@H](c3ccc(C#Cc4cccnc4)cc3)[C@@H]2C1	-0.8
C[C@@H]1CN([C@H](C)CO)S(=O)(=O)c2ccc(-c3ccc(C(=O)N(C)C)cc3)cc2O[C@@H]1CN(C)Cc1ccc2c(c1)OCO2	-0.4
O=C(N[C@H]1CC[C@@H](CCn2cc(C3CCCCC3)nn2)O[C@@H]1CO)c1cccnc1	0.2
O=C(Nc1ccc(Cl)cc1)N[C@H]1CC[C@H](CCNS(=O)(=O)c2ccccc2F)O[C@H]1CO	-0.2
Cc1noc(C)c1S(=O)(=O)Nc1ccc2c(c1)C(=O)N([C@@H](C)CO)C[C@H](C)[C@H](CN(C)Cc1ccncc1)OCCCC[C@H](C)O2	-0.9
O=C(NCC[C@@H]1CC[C@H](NC(=O)c2cnccn2)[C@@H](CO)O1)c1ccc2c(c1)OCO2	1.8
Cc1noc(C)c1NC(=O)Nc1ccc2c(c1)CC(=O)N([C@@H](C)CO)C[C@H](C)[C@@H](CN(C)S(=O)(=O)c1cccs1)O2	-0.3
O=C(Nc1ccc(C(F)(F)F)cc1)N[C@H]1C=C[C@H](CC(=O)N2CCCCC2)O[C@@H]1CO	-0.1
CC(C)N1C(=O)[C@@]2(Cc3ccccc31)c1ccccc1C(=O)N(C1CCCCC1)[C@H]2c1ccc(CO)cc1	0.5
CN1CCN(C(=O)C[C@@H]2CC[C@@H]3[C@H](COC[C@H](O)CN3Cc3ccc4c(c3)OCO4)O2)CC1	-0.7
CC(C)NC(=O)N(C)C[C@@H]1Oc2ccc(NS(C)(=O)=O)cc2CC(=O)N([C@H](C)CO)C[C@H]1C	0.1
C/C=C/c1ccc2c(c1)O[C@H](CN(C)C(=O)c1ccccc1)[C@@H](C)CN([C@@H](C)CO)S2(=O)=O	0.5
COCC#Cc1ccc2c(c1)O[C@H](CN(C)C(=O)C1CCC1)[C@@H](C)CN([C@@H](C)CO)S2(=O)=O	-0.2
C/C=C/c1cnc2c(c1)C(=O)N([C@H](C)CO)C[C@H](C)[C@H](CN(C)S(=O)(=O)c1ccc(OC)cc1)O2	-0.7
C/C=C/c1ccc([C@@H]2[C@H](CO)N(CC3CCOCC3)C23CN(S(=O)(=O)CC)C3)cc1	-0.5
C[C@H]1CCCCO[C@@H](CN(C)C(=O)Nc2ccc(C(F)(F)F)cc2)[C@@H](C)CN([C@@H](C)CO)C(=O)c2cc(NC(=O)Nc3ccc(F)cc3)ccc2O1	-0.1
COc1cccc(-c2ccc([C@H]3[C@@H](CO)N4C(=O)CN(C(=O)C5CCCCC5)C[C@@H]34)cc2)c1	-0.5
COc1ccc(NC(=O)Nc2ccc3c(c2)C(=O)N([C@H](C)CO)C[C@H](C)[C@H](CN(C)CC2CCCCC2)OCCCC[C@H](C)O3)cc1	0.0
CO[C@@H]1CN(C)C(=O)c2cc(NC(C)=O)ccc2OC[C@H](C)N(Cc2ccncc2)C[C@@H]1C	-0.6
O=C(c1cnccn1)N1CC(=O)N2[C@@H](CO)[C@H](c3ccc(C#CC4CC4)cc3)[C@@H]2C1	0.2
C[C@@H]1CN([C@H](C)CO)C(=O)Cc2cc(NC(=O)Cc3ccccc3)ccc2O[C@@H]1CN(C)C	-0.2
O=C(C[C@@H]1CC[C@@H](NS(=O)(=O)c2ccccc2)[C@@H](CO)O1)NCc1ccc(Cl)c(Cl)c1	0.2
O=C(C[C@@H]1CC[C@@H]2[C@H](COC[C@H](O)CN2C(=O)c2ccccc2)O1)NCc1ccc(-c2ccccc2)cc1	1.4
COc1ccccc1CN1C[C@@H]2N[C@H](C1)C2c1ccc(/C=C/c2ccccc2)cc1 (stereo not given in full)	1.6
COCC(=O)N(C)C[C@@H]1Oc2ncc(C#C[C@H](C)O)cc2C(=O)N([C@@H](C)CO)C[C@H]1C	1.6
O=C(NCC[C@@H]1CC[C@@H](NS(=O)(=O)Cc2ccccc2)[C@H](CO)O1)C1CCOCC1	1.6
C[C@@H]1CN([C@@H](C)CO)C(=O)c2cc(NS(C)(=O)=O)ccc2O[C@H]1CN(C)Cc1ccc(C(=O)Nc2ccccc2N)cc1	-0.7
C[C@@H]1CN([C@H](C)CO)C(=O)c2cc(NC(=O)Nc3ccc4c(c3)OCO4)ccc2O[C@@H](C)CCCCO[C@@H]1CN(C)Cc1ccc(Cl)c(Cl)c1	-0.2
CCCNC(=O)C[C@@H]1CC[C@@H]2[C@H](COc3ccc(NC(=O)Nc4c(C)noc4C)cc3C(=O)N2C)O1	-1.1
C/C=C/c1ccc([C@H]2[C@@H](CO)N(CC3CCCC3)C23CN(S(=O)(=O)CC)C3)cc1	-0.4
O=C(C[C@@H]1C[C@H]2c3cc(NC(=O)C4CCC4)ccc3O[C@H]2[C@H](CO)O1)NCc1cc(F)ccc1F	-2.4
COC(=O)C[C@H]1C[C@H]2c3cc(NC(=O)CN(C)C)ccc3O[C@H]2[C@@H](CO)O1	-8.9
O=C1O[C@H](c2ccccc2)[C@H](c2ccccc2)N2[C@H]1[C@@H](C(=O)N1CCN(c3ncccn3)CC1)[C@]1(C(=O)Nc3ccc(C#CC4(O)CCCCCC4)cc31)[C@H]2c1ccc(OCCO)cc1	-0.4
C[C@H]1CN([C@@H](C)CO)C(=O)c2cc(NC(=O)Cc3cn(C)c4ccccc34)ccc2O[C@H]1CN(C)Cc1ccc(C(=O)O)cc1	0.1
COc1ccc(CNC(=O)C[C@H]2CC[C@@H]3[C@@H](COc4ccc(NC(C)=O)cc4C(=O)N3C)O2)cc1	0.7
CCC(=O)NC[C@H]1[C@H](c2ccc(-c3ccccc3)cc2)[C@@H](CO)N1C(=O)C1CC1	0.4
COc1ccc(-c2cn(CC[C@@H]3CC[C@H](NC(=O)c4cnccn4)[C@@H](CO)O3)nn2)cc1	1.1
COc1ccc(NC(=O)N2C[C@H]3[C@@H](c4ccccc42)[C@@H](CO)N3Cc2ccccn2)cc1	-4.1
C[C@H](CO)N1C[C@H](C)[C@H](CN(C)Cc2ccc3c(c2)OCO3)Oc2ccc(NC(=O)CCN3CCOCC3)cc2C1=O	-0.8

Next part:
SMILES	TcdB GH inh
C[C@@H]1CN([C@H](C)CO)C(=O)c2cccc(NC(=O)C3CCCCC3)c2O[C@@H]1CN(C)S(=O)(=O)c1ccc(F)cc1	2.5
O=C(c1ccccn1)N1CC(=O)N2[C@@H](CO)[C@@H](c3ccc(C#CCc4ccccc4)cc3)[C@@H]2C1	0.7
C[C@H]1CN([C@@H](C)CO)C(=O)c2cc(-c3ccc(C#N)cc3)cnc2O[C@@H]1CN(C)CC1CCOCC1	1.2
O=C(C[C@H]1CC[C@@H](NC(=O)c2ccc3c(c2)OCO3)[C@@H](CO)O1)NCc1ccc(Oc2ccccc2)cc1	-1.2
CCCNC(=O)N(C)C[C@@H]1Oc2ncc(C#CCC3CCCC3)cc2C(=O)N([C@H](C)CO)C[C@@H]1C	2.0
C[C@@H]1CN([C@H](C)CO)C(=O)c2cc(-c3cccc(F)c3)cnc2O[C@@H]1CN(C)C(=O)c1cnccn1	-0.4
C[C@@H]1CN([C@H](C)CO)C(=O)c2c(c3ccccc3n2C)-c2ccccc2CO[C@H]1CN(C)Cc1ccccc1C(F)(F)F	-0.3
C[C@@H]1CN([C@@H](C)CO)C(=O)c2cccc(NC(=O)Nc3ccc4c(c3)OCO4)c2O[C@H]1CN(C)S(=O)(=O)c1ccccc1	-1.1
C[C@@H]1CN([C@H](C)CO)C(=O)c2cccc(NC(=O)Nc3ccc(F)cc3)c2O[C@H]1CN(C)C	1.0
C[C@@H]1CCCCO[C@H](CN(C)C(=O)NC2CCCCC2)[C@H](C)CN([C@H](C)CO)C(=O)c2cc(NS(=O)(=O)c3ccc(F)cc3)ccc2O1	-0.1
CC(C)CC#Cc1ccc([C@@H]2[C@H](CO)N3C(=O)CN(C(=O)c4ccc5c(c4)OCO5)C[C@@H]23)cc1	0.3
CCS(=O)(=O)N1CC2(CN(C(=O)Cc3ccccn3)[C@@H](CO)c3[nH]c4cc(OC)ccc4c32)C1	0.1
CCCNC(=O)N1[C@@H]2CN(C(=O)C3CCC3)c3ccccc3[C@@H]2[C@@H]1CO	-0.4
Cc1ccc(S(=O)(=O)Nc2ccc3c(c2)C(=O)N(C)[C@H]2CC[C@@H](CC(=O)NCCc4ccncc4)O[C@H]2CO3)cc1	0.1
C[C@H](CO)N1C[C@H](C)[C@@H](CN(C)S(=O)(=O)c2ccccc2)OCCCC[C@H](C)Oc2ccc(NS(=O)(=O)c3cccs3)cc2C1=O	0.1
